M5 antag: CHRM5 antagonism in calcium assay; P08912; CHO-hM5 cells, Fluo-8 calcium fluorescence, ACh EC80; inhibition, % at 3 µM; 360,000 tested, 0.59% active;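 active = inhibition above a per-plate cutoff, the mean of that plate's test compounds plus 3 SD, cut at about 27% in these data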;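 note: 0% = acetylcholine EC80 with DMSO and 100% = DMSO without agonist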
CHRM4 PAM: potentiates acetylcholine response at human M4 receptor | CHO-K1 hM4/Gqi5, Fluo-8 calcium fluorescence, ACh EC20; 0% = ACh EC20, 100% = maximal ACh | 360,000 tested, 0.4% active | AID 624126 | activation, % at 3 µM | P08173;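 active = activation above its plate's cutoff, the mean activation of sample wells plus 3 SD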; note: some results filed as inactive read as strong as hits
Target sequence (P08173 whole entry, looked up): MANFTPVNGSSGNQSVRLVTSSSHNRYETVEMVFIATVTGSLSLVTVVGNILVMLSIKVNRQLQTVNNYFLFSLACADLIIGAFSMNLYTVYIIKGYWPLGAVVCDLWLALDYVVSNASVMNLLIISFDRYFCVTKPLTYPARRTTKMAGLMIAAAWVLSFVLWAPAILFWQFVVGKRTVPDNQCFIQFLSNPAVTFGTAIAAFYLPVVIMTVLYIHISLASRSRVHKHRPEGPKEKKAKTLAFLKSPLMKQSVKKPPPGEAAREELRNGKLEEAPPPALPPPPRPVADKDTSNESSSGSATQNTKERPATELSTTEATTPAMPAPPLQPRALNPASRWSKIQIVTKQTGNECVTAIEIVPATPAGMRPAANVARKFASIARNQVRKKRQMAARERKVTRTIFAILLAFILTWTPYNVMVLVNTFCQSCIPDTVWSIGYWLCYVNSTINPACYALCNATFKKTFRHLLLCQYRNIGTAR
M4 antag: antagonists of human muscarinic M4 receptor (CHRM4); P08173; CHO-hM4 cells, ACh EC80, Fluo-8 calcium fluorescence; inhibition, % at 3 µM; 360,000 tested, 0.73% active;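 active = inhibition above its plate's cutoff, the mean inhibition of sample wells plus 3 SD, cut at about 27% in these data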;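 note: 0% = acetylcholine EC80 with DMSO and 100% = DMSO without agonist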
CHRM5 PAM: positive allosteric modulators of human muscarinic M5 receptor; 360,000 tested, 0.3% active; activation, % at 3 µM; AID 624038; CHO-K1 hM5, Fluo-8 calcium, ACh EC20 PAM; 0% = ACh EC20, 100% = ACh EC100; P08912;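 active = activation above the run cutoff, the mean activation of all test compounds plus 3 SD, cut at about 18% in these data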
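Test system: CHO-K1 hM5 cells / Doses: single-point, 3 µM nominal / Times: Post-acetylcholine fluorescence recording 140 s / Technique: Fluo-8 calcium fluorescence / Measure: Max/basal fluorescence ratio as % of EC20–EC100 ACh window / Benchmarks: low control EC20 acetylcholine (0%), high control EC100 acetylcholine (100%) / Replicates: one well per compound, no replicates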
CRFR2-BP ag: CRF-BP/CRF-R2 complex agonism | HEK293 CRF-R2/CRF-BP, calcium dye fluorescence (FLIPR); percent of saturating CRF peptide response | activation, % at 13.2 µM | 350,000 tested, 0.46% active | AID 588473;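 active = activation of at least 50%, plus an integration ratio under a set limit after plate pattern correction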;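 note: plate controls were neutral control wells without compound for no effect and CRF at EC100 for full effect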
M1 PAM: human CHRM1 positive allosteric modulation; P11229; activation, % at 3 µM; 360,000 tested, 0.088% active; CHO-K1 hM1, Fluo-8 calcium fluorescence, ACh EC20; 0% = ACh EC20, 100% = maximal ACh; AID 588819; in the data active = activation above about 19%, passing the limit was not always enough
Target sequence (P11229 whole entry, looked up): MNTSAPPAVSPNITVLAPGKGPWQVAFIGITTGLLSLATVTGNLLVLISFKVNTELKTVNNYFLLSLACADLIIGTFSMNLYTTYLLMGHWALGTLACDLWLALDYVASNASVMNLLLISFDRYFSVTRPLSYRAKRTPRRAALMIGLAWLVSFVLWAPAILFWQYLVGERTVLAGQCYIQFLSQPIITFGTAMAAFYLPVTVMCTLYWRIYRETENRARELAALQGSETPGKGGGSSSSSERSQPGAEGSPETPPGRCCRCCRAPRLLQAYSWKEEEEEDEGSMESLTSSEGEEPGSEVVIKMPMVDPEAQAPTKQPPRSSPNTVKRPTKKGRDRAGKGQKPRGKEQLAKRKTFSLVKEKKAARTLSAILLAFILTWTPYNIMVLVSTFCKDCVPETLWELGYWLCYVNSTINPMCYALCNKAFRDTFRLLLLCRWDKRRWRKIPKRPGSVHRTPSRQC
CRFR2-BP antag: CRF-BP/CRF-R2 complex antagonism. HEK293 CRF-R2/CRF-BP, CRF-induced calcium fluorescence. inhibition, % at 11.8 µM. 350,000 tested, 0.59% active. AID 588475;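 active = inhibition of the ligand-induced calcium signal above about 50% at the single tested concentration, limit read from the data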
CHRM5 agonist: CHRM5 agonism in calcium assay. activation, % at 3 µM. P08912. AID 624037. 360,000 tested, 0.19% active. CHO-K1 hM5 cells, Fluo-8 calcium fluorescence; 0% DMSO wells, 100% maximal acetylcholine response;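 active = activation above the run's mean over test compounds plus 3 SD, cut at about 23% in these data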;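 note: signal is peak over basal fluorescence ratio across the kinetic read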
M4 ag: CHRM4 agonism in calcium assay | 360,000 tested, 0.14% active | P08173 | CHO-K1 hM4/Gqi5, Fluo-8 calcium fluorescence; vehicle 0%, full acetylcholine response 100% | activation, % at 3 µM | AID 624127;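 active = activation above the run mean over all test wells plus 3 SD, cut at about 32% in these data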;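 note: peak over basal fluorescence ratio per well then scaled between controls; 0% = DMSO wells and 100% = acetylcholine at EC100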
Starred values were filed as active, the others as inactive; · = no result given.

molecule	M4 ag	CRFR2-BP antag	M5 antag	CHRM4 PAM	M1 PAM	CHRM5 agonist	M4 antag	CRFR2-BP ag	CHRM5 PAM
Cc1cc(C)nc(NC(=NCCc2c[nH]c3ccccc23)NC(=O)Nc2ccc(Cl)c(Cl)c2)n1	0.5	12.7	3.4	6.3	6.8	-2.8	3.0	-0.4	0.3
O=C(Nc1ccc2c(c1)OCCO2)C(c1cc2ccccc2o1)N1CCN(c2ccc(F)cc2)CC1 (configuration not stated)	1.4	·	7.4	0.0	6.4	2.1	-7.5	·	-0.4
CCOC(=O)Cn1cnc2c(nnn2-c2cccc(OC)c2)c1=O	0.0	-3.2	8.1	1.8	11.9	-2.4	4.8	0.4	-1.5
CCCCOc1ccc(C(=O)CCN2CCCCC2)cc1	2.4	15.2	-0.8	-7.5	-0.8	-0.8	1.1	0.9	-3.9
CCn1c(=O)cc(N2CCN(C(=O)c3ccco3)CC2)[nH]c1=O	0.5	9.8	5.4	-3.2	5.3	-2.2	7.0	0.9	-1.7
CC1(C)NC(=O)N(CCCSc2ccc(Cl)cc2)C1=O	4.2	1.1	-4.3	1.9	1.6	1.7	3.7	-0.9	-3.6
O=C(O)COc1ccc(/C=N/NC(=O)Cc2ccc(Cl)cc2)cc1	0.3	7.9	7.8	3.6	13.6	-1.7	-4.3	-2.7	3.1
COc1ccccc1NC(=O)C(C)Sc1nc2ccccc2c(=O)n1CC1CCCO1 (configuration not stated)	0.5	5.4	1.1	10.8	-2.5	2.7	-18.6	-0.3	3.6
CCOCCCNC(=O)COC(=O)/C=C/c1ccc(S(=O)(=O)N2CCc3ccccc32)cc1	5.5	-1.8	-10.0	-3.0	3.6	1.5	-0.2	0.9	-2.9
COc1ccccc1NC(=O)NNC(=O)c1ccc2ccccc2c1	1.1	9.2	6.2	2.0	5.0	0.1	-6.0	-0.8	-2.2
CCC(=O)c1c[nH]c(C(=O)NCC2CCCO2)c1 (configuration not stated)	1.4	-16.2	15.8	14.7	1.4	-1.4	1.8	1.6	4.6
CCC(O)c1cc2c(cc1NC(=O)c1cccs1)OCCO2 (configuration not stated)	1.2	3.9	1.2	2.2	3.6	2.2	-6.1	0.7	2.8
CCn1c(SCc2ccc(F)cc2)nc2c(c1=O)SCC2	-1.5	5.6	6.2	1.6	5.6	2.1	-4.2	-0.7	6.5
COc1cc(OC)cc(C(=O)NCC(=O)OC2CCCCC2=O)c1 (configuration not stated)	1.3	-3.8	0.3	1.5	-5.7	0.9	-2.9	0.1	-5.0
COc1ccc(C2=NS(=O)(=O)N(C)C(C(=O)Nc3ccc(C)cc3)=C2)cc1	24.7	-12.0	15.9	-14.2	-18.7	9.5	7.4	0.6	-21.3
Cc1cc(C)n(CC(=O)n2c3ccccc3c3ccccc32)n1	0.1	1.8	3.9	6.3	7.3	-2.9	12.8	-1.0	-0.9
CCn1nc(CC(C)C)cc1C(=O)N1CCCC(Nc2ccc(OC)cc2)C1 (configuration not stated)	2.1	-2.1	3.7	-3.3	9.6	0.5	-5.0	-0.8	2.8
S=C(NCC(c1cccnc1)N1CCOCC1)NC1CCCCC1 (configuration not stated)	1.4	13.9	-6.1	2.9	4.8	0.5	1.4	0.3	8.9
O=C(CN(Cc1ccc(F)cc1)C(=O)CNS(=O)(=O)c1ccccc1)NCc1ccco1	2.9	0.3	18.4	-0.8	9.3	-3.1	3.3	-0.8	-2.8
O=C1/C(=C/c2ccc(N3CCCC3)cc2)NC(=S)N1C1CC1	46.1*	-192.2	53.9*	-26.7	-22.0	69.4*	35.5*	176.2*	-18.0

Following part.
molecule	M4 ag	CRFR2-BP antag	M5 antag	CHRM4 PAM	M1 PAM	CHRM5 agonist	M4 antag	CRFR2-BP ag	CHRM5 PAM
CNS(=O)(=O)c1cc(-c2nnc(N3CCOCC3)c3ccccc23)ccc1C	4.4	12.5	4.8	-18.1	4.6	0.4	1.2	-2.3	-3.0
O=c1c(-c2ccccc2Cl)c[nH]n1-c1ccccc1	0.3	12.4	-0.6	0.1	10.5	-4.0	0.7	-3.0	0.0
COC(=O)c1c(C(=O)OC)c(-c2ccc(F)cc2)n2c1CS(=O)C2 (configuration not stated)	-0.7	0.4	15.9	0.5	15.0	-2.8	-7.9	1.8	-3.0
O=C1CCCc2sc3c(c2N1)CCCCC3	1.6	16.9	-7.8	-3.6	-1.0	-0.5	6.1	-0.1	3.2
Cc1nc2sc(C(c3ccco3)N3CCC(C)CC3)c(O)n2n1 (configuration not stated)	-0.2	18.0	0.9	-4.6	-9.8	0.2	-3.1	-0.6	-1.7
CCc1ccc(C2CC3C(CN2S(=O)(=O)c2ccc(C)cc2)[C@@H](O)C[C@@H](c2ccc(CC)cc2)N3S(=O)(=O)c2ccc(C)cc2)cc1 (some centres not stated)	4.9	·	10.8	-0.3	·	1.8	-7.1	·	-7.9
C=CCCN(C(CC(C)C)C(=O)OC)S(=O)(=O)c1cc(Br)ccc1Br (configuration not stated)	-0.9	-5.1	-1.2	-0.2	-4.4	-4.5	-1.3	3.5	-2.1
CN(C)S(=O)(=O)c1ccc(C(=O)OCC(=O)c2ccc(OC(F)F)cc2OC(F)F)cc1	5.3	-4.2	-0.5	-6.3	-8.4	-1.2	4.1	1.5	-9.5
COc1ccc(-c2ccc(CCC(=O)O)n2Cc2ccco2)cc1	-0.3	3.8	4.2	-1.0	12.1	5.5	2.7	0.9	-2.1
CC(C)C[C@@H](CN1CCC[C@H]1CN1C(=O)C(=O)NC[C@@H]1Cc1ccc(O)cc1)N1C[C@H](Cc2ccccc2)N(CC2CCCCCC2)C(=O)C1=O	-0.2	·	2.6	16.6	·	-0.3	-5.4	·	-1.6
CN(Cc1ccc(C(F)(F)F)cc1)C(=O)[C@H]1O[C@@H](n2cnc3c(N)ncnc32)[C@H](O)[C@@H]1O	2.0	·	8.2	15.8	5.3	0.9	9.8	·	-1.2
Cc1ccccc1CC(=O)Nc1cccnc1	0.0	31.0	-5.3	-3.8	4.8	5.3	14.7	-2.2	-3.4
CCCCOCCCNC(=O)Cc1cccs1	0.3	-1.2	1.8	0.7	1.5	-0.5	-0.2	-2.8	-0.9
CC(C)(C)NS(=O)(=O)c1ccc(NC(=S)NC(=O)C2CCC2)cc1	12.9	-61.1	4.4	-2.9	1.0	2.1	0.7	16.0	-5.1
CSc1ccc(NC(=O)N2CCC(C(=O)c3ccc(F)cc3)CC2)cc1	12.2	1.6	10.1	-3.0	-3.5	-1.1	-26.1	-1.2	-10.7
O=C(Nc1ccccc1)c1cc(S(=O)(=O)N2CCSCC2)ccc1Cl	7.4	23.6	-4.6	13.9	0.4	1.1	-3.2	1.7	-3.7
O=C(NC1CCCCCC1)c1nnc(Cc2ccc(Cl)cc2)o1	-0.2	-14.7	0.3	-3.3	10.7	-0.9	5.0	-2.0	0.8
COc1ccc(S(=O)(=O)Oc2cccc(/C=N/N=C3/NC(=O)C(CC(=O)O)S3)c2)cc1 (configuration not stated)	-0.7	9.2	0.8	8.5	11.3	1.3	4.3	1.1	5.4
Cc1c(NC(=O)c2ccccc2NS(=O)(=O)c2ccc(Br)cc2)c(=O)n(-c2ccccc2)n1C	0.7	-19.6	-1.0	2.2	7.9	-0.4	-1.1	4.8	3.0
Cc1[nH]c2ccc3c(ncn3CCC#N)c2c1C	1.1	-4.7	8.0	13.8	1.3	2.1	30.5*	1.4	1.9

Next structures follow:
molecule	M4 ag	CRFR2-BP antag	M5 antag	CHRM4 PAM	M1 PAM	CHRM5 agonist	M4 antag	CRFR2-BP ag	CHRM5 PAM
Cc1ccc(NC(=S)NC(=O)c2ccccc2)cc1NC(=S)NC(=O)c1ccccc1	1.7	-31.5	-1.1	-1.7	4.3	0.2	-9.7	1.1	3.3
O=C(NCCC1=CCCCC1)c1ccc([N+](=O)[O-])cc1	2.7	24.2	-2.8	0.0	-3.1	-7.5	-12.0	-6.6	4.5
COc1cc2c(cc1OC)C(C1C(=O)CCCC1=O)N(C(=O)CCl)CC2 (configuration not stated)	-0.1	2.4	7.3	1.2	2.0	-3.3	-1.6	1.4	-0.9
COCCn1c(SCc2ccc(Cl)cc2)nc2c1c(=O)[nH]c(=O)n2C	0.5	-11.9	-1.3	5.1	7.7	-0.3	0.5	-1.8	3.5
CNC(=O)c1cc(C(=O)c2ccc(Cl)cc2)c[nH]1	2.1	0.7	3.8	-3.7	6.3	-3.0	11.6	-1.4	-0.5
CCc1ccc2[nH]c3nc(N/N=C/c4ccc(O)cc4O)nnc3c2c1	1.6	9.9	19.1	-5.1	2.9	-5.5	6.7	-0.3	-5.3
CCOCCCNC(=O)CN1C(=O)CSc2ccccc21	1.9	-4.5	0.3	-2.0	10.2	2.5	-3.6	-0.2	-6.1
O=C(NCC(c1cccs1)N1CCOCC1)c1cnc(Cl)c(Cl)c1 (configuration not stated)	0.6	5.5	-1.8	1.4	4.1	7.5	8.9	-0.1	1.1
CCc1ccc(C2CC(c3ccco3)=NN2S(C)(=O)=O)cc1 (configuration not stated)	-2.9	24.9	2.2	0.8	2.7	-6.8	-2.0	6.3	1.2
CN(C(=O)COC(=O)c1ccc2c(=O)n3c(nc2c1)CCC3)C1CCS(=O)(=O)C1 (configuration not stated)	0.7	19.7	2.8	0.6	4.5	0.4	-0.6	-1.4	1.9

Entries of single compounds as entered above. Values in the order: M4 ag, CRFR2-BP antag, M5 antag, CHRM4 PAM, M1 PAM, CHRM5 agonist, M4 antag, CRFR2-BP ag, CHRM5 PAM
CN(C(=O)COC(=O)c1ccc2c(=O)n3c(nc2c1)CCC3)C1CCS(=O)(=O)C1 (configuration not stated) reads 0.7, 19.7, 2.8, 0.6, 4.5, 0.4, -0.6, -1.4, 1.9
O=C(NCC(c1cccs1)N1CCOCC1)c1cnc(Cl)c(Cl)c1 (configuration not stated) reads 0.6, 5.5, -1.8, 1.4, 4.1, 7.5, 8.9, -0.1, 1.1
COCCn1c(SCc2ccc(Cl)cc2)nc2c1c(=O)[nH]c(=O)n2C reads 0.5, -11.9, -1.3, 5.1, 7.7, -0.3, 0.5, -1.8, 3.5
Cc1ccc(NC(=S)NC(=O)c2ccccc2)cc1NC(=S)NC(=O)c1ccccc1 reads 1.7, -31.5, -1.1, -1.7, 4.3, 0.2, -9.7, 1.1, 3.3

Screening results as filed in PubChem.
